# G9a inh = inhibitors of human histone lysine methyltransferase G9a. Q96KQ7. G9a H3K9 monomethylation, AlphaScreen, 2 h. Potency, µM (series often up to 102 µM), inactives show at the highest dose activity, negative = inhibition, actives largely listed as inhibitors. actives 8.8% (n = 350,000). AID 504332; note: potency is the fitted concentration of half-maximal effect; % is set by controls: 0 for no effect and ±100 for the full control effect; nearly all actives have a fitted effect of over 75% in size
# Target sequence (Q96KQ7 913-1193 limits assumed): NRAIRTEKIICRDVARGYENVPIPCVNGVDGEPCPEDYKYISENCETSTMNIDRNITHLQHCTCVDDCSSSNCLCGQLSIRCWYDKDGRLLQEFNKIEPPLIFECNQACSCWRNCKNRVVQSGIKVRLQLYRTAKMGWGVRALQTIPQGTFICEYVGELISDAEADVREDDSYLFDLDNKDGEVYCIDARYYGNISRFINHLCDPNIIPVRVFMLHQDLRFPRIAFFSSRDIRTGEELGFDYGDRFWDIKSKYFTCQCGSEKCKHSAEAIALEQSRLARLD
#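 Using a bead-based AlphaScreen, monomethylated H3K9 product from 2 h room-temperature reactions (G9a 20 nM, peptide 500 nM, SAM 20 uM) was detected with 0.5 ug/mL rabbit anti-H3K9me1 antibody.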
# PI4K2A block = blocks human PI4K2A kinase activity | activity change, negative = inhibition, % at 76.9 µM | purified PI4K2A, ADP-Glo luminescence, 1 h; active compounds read low | actives 0.13% (n = 420,000); in the data active = activity change below about -50%; inconclusive = mostly about -30% to -49%;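 note: -100% = wells without enzyme as full effect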
#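 Compounds are screened against recombinant PI4K2A using PI as substrate and ATP, the latter dispensed at 300 microM. Reactions run one hour at ambient temperature before ADP-Glo detection; full inhibition defined by wells lacking enzyme.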
# ERG-DNA inh = blocks human ERG Ets domain binding to DNA; actives 0.028% (n = 370,000); Potency, µM (highest dose often 76.9 µM), without a hit: at the top dose FP activity, negative = inhibition, hits mostly inhibitors; fluorescence polarization, His-ERG Ets domain / labelled DNA; P11308; AID 624246; active = well fitted inhibition curve with a large enough effect in the polarisation, with a control signal flat; inconclusive = small, poorly fitted or top-dose-only effect, or effect the other way, or a change in a side signal; inactive = no such curve, though single readings can be large or run the other way; the % refers to the polarisation;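 note: polarization taken with two DNA probes labelled with fluorescein and Texas red; potency is the fitted concentration of half-maximal effect; % of control where 0% means no effect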
#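 His-tagged ERG Ets domain (1 uM in the protein solution; 300mM KCl, 50mM Tris-HCl, 1mM EDTA, 1mM DTT, pH 7.5) received compound, then a probe mix of 5 nM fluorescein-DNA and 100nM Texas-615-DNA. Fluorescence polarization was read for both dyes.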
# JMJD2A Tudor inh = blocks the human JMJD2A Tudor domain; O75164; AlphaScreen JMJD2A-Tudor / H3K4me3 peptide binding; Potency, µM (series often up to 114 µM), inactives show top-dose activity change, negative = inhibition, actives largely listed as inhibitors; actives 4.4% (n = 390,000); note: potency is the fitted concentration of half-maximal effect; % is set by controls: 0 for no effect and ±100 for the full control effect; nearly all actives have a fitted effect of over 50% in size
# BAZ2B block = blocks human BAZ2B | Potency, µM (series often up to 114 µM), inactives show top-dose activity change, negative = inhibition, actives largely listed as inhibitors | AID 504333 | AlphaScreen BAZ2B-H3K14Ac peptide displacement | Q9UIF8 | actives 4.4% (n = 360,000); note: potency is the fitted concentration of half-maximal effect; % is set by controls: 0 for no effect and ±100 for the full control effect; nearly all actives have a fitted effect of over 60% in size
#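 In this displacement format the biotinylated H3(5-23) peptide acetylated at Lys14 serves as ligand at 50 nM, with BAZ2B at 50 nM in PBS pH 7.4 containing 0.01% Tween-20. Donor and acceptor beads are 10 ug/mL final.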
# RGS4 inh = human RGS4 inhibition | Transcreener GDP fluorescence polarization, RGS4-accelerated GTP hydrolysis | Potency, µM (highest dose often 114 µM), inactives show top-dose activity change, negative = inhibition, most hits filed as inhibitors | actives 0.039% (n = 390,000); note: potency is the fitted concentration of half-maximal effect; % is set by controls: 0 for no effect and ±100 for the full control effect; nearly all actives have a fitted effect of over 75% in size; some results filed as inactive show a strong effect at the top dose
#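 MLSMR compounds (23 nl, pin-transferred) preincubated 10 min at room temperature with a 500nM (2x) first reagent, then RGS4 at 900nM (2x) plus Transcreener GDP mix added; fluorescence polarization (620/688 nm) read before and after 90 min at 30 °C.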
# GLS inhibitor = glutaminase GLS (human) inhibition. GLS enzymatic activity, qHTS titration. O94925. actives 0.21% (n = 410,000). Potency, µM (titrated, usually from 45.5 µM), inactives show at the top dose activity change, negative = inhibition, actives largely listed as inhibitors. AID 624170; note: potency is the fitted concentration of half-maximal effect; % is set by controls: 0 for no effect and ±100 for the full control effect
#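 Read-out is an Amplex red fluorescence increase coupled through glutamate oxidase and HRP, measured before and after 30 min room-temperature incubation. hKGA is in 45 mM KH2PO4 (pH 8.2) with 0.02% Tween-20; glutamine added as 1mM solution.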
# HP1b binding inh = inhibitors of HP1-beta chromodomain binding to methylated histone tails; AlphaScreen HP1-beta / biotin-H3K9me3 peptide binding; Potency, µM (highest dose often 114 µM), for inactives: at the highest dose activity change, negative = inhibition, most hits filed as inhibitors; actives 0.56% (n = 390,000); note: potency is the fitted concentration of half-maximal effect; nearly all actives have a fitted effect of over 70% in size; inactives centre near 23
#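 HP1-beta protein (50 nM final) preincubated 30 min at room temperature with biotinylated H3(1-18)K9me3 peptide (50 nM) in PBS pH 7.4, 0.01% Tween-20, then compound added for 30 min. AlphaScreen streptavidin donor/nickel chelate acceptor beads (10 ug/mL final), 30 min dark, luminescence read.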
# ALOX12 inh = inhibitors of human 12S-lipoxygenase ALOX12 | actives 1.1% (n = 580,000) | Potency, µM (doses to about 108 µM), for the others: at the top dose activity change, negative = inhibition, usual class: inhibitors | P18054 | purified 12hLO, xylenol orange hydroperoxide absorbance; note: potency is the fitted concentration of half-maximal effect; % is set by controls: 0 for no effect and ±100 for the full control effect
# Target sequence (P18054 whole entry, looked up): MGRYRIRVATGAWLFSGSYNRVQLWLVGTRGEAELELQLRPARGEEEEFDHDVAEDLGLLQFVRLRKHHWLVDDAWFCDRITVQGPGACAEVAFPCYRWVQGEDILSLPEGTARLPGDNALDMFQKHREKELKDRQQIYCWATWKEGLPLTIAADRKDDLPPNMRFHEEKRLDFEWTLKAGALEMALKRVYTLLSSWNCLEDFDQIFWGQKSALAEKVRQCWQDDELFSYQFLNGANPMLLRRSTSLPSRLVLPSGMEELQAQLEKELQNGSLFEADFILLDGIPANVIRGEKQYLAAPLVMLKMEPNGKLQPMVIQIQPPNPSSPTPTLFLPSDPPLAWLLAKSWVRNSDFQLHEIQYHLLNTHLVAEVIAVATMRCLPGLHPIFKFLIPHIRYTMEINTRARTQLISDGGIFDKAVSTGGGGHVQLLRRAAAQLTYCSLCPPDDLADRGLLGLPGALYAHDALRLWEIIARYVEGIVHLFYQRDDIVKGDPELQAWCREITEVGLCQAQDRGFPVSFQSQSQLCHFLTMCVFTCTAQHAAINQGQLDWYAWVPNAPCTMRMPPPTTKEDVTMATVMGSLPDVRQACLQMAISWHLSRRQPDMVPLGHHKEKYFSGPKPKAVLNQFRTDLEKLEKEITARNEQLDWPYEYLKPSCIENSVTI
#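 Hydroperoxide product was detected by ferrous iron/xylenol orange as the 573 to 405 nm absorbance ratio. Arachidonic acid at 40 uM (final) was turned over for 30 min at room temperature by 150 nM human 12hLO, pH 7.0 Hepes buffer, after 15 min compound preincubation.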
# * = called active by the depositor; ? = inconclusive; nt = not tested or not shown; [ ] = another dose, or the depositor's remark. Unless noted, calls come from the whole dose curve; as a rule, active = well fitted curve in the direction sought with a large enough effect; inconclusive = small, poorly fitted or top-dose-only effect, or another doubt; inactive = no such curve, though single readings can be large; an effect the other way counts as inactive or inconclusive.
SMILES,G9a inh,PI4K2A block,ERG-DNA inh,JMJD2A Tudor inh,BAZ2B block,RGS4 inh,GLS inhibitor,HP1b binding inh,ALOX12 inh
Cc1c(N2C(=O)/C(=C/c3ccc(N(C)C)cc3)N(C)C2=S)c(=O)n(-c2ccccc2)n1C,nt,-1,121%[activator],?,nt,3%,26%,?,-1%
O=C(NCCc1ccc(F)cc1)Nc1ccccc1,34%[59 µM],-3,2%,2%,-2%,-13%,0%,62%[activator],-3%
Cc1oc(C(=O)O)cc1COc1ccccc1Cl,-22%[12.7 µM],-6,-6%,-7%,9%,36%,6%,21%,24%
O=C1CCC(=O)N1c1nc2nc(-c3ccccc3)cc(=O)n2[nH]1,?,-6,-5%,?,?,23%,14%,10%,0%
O=S(=O)(NCCc1cccs1)c1ccc(Br)cc1,56%,5,0%,28%,3%,34%,2%,15%,0%
N#CC(/C(=N/S(=O)(=O)c1cccs1)c1ccccc1)c1nc2ccccc2[nH]1 (stereo unspecified),-8%,1,-6%,-8%,-3%,10%,3%,32%,7%
COc1ccc2[nH]cc(CCN=C3SCC(=O)N3C)c2c1,-18%,2,-5%,-22%,2%,-24%,0%,2%,-23%
O=C(COc1cccc2ccccc12)N/N=C/C=C/c1ccccc1,0%,9,17%,-17%,3%,-8%,-5%,31%,-1%
CCOC(=O)Cn1nnnc1CN(CCc1ccccc1)Cc1cc2cc(CC)ccc2[nH]c1=O,-9%[59 µM],8,-6%,-25%,-3%,-12%,0%,19%,6%
CCOc1ccc(C(=O)NC(=S)Nc2ccccc2N2CCCCC2)cc1[N+](=O)[O-],21%[59 µM],-3,-2%,?,23%,-46%,2%,?,?
O=C(NC1=C(Nc2ccc(F)cc2)C(=O)c2ccccc2C1=O)c1ccc(Cl)cc1,5µM*,-17,-7%,-13%,-37%,-20%,1%,?,5%
O=C(COc1cc(F)ccc1[N+](=O)[O-])NCCCc1ccccc1,-6%,3,7%,-22%,-5%,2%,2%,12%,0%
Nc1cc(OCC(F)(F)F)cc([N+](=O)[O-])c1,27%,-1,-6%,-21%,-3%,6%,6%,2%,-8%
O=C(Nc1ccn(Cc2ccccc2)n1)c1cccc(F)c1,-9%,-2,4%,-6%,-31%,-22%,0%,31%,-2%
COc1cc(/C=N/NC(N)=S)ccc1OCC(=O)Nc1ccc(C)cc1,?,-1,-2%,-6%,10%,1%,3%,2%,?

# The list goes on; it opens with the 2 that closed the last part.
SMILES,G9a inh,PI4K2A block,ERG-DNA inh,JMJD2A Tudor inh,BAZ2B block,RGS4 inh,GLS inhibitor,HP1b binding inh,ALOX12 inh
O=C(Nc1ccn(Cc2ccccc2)n1)c1cccc(F)c1,-9%,-2,4%,-6%,-31%,-22%,0%,31%,-2%
COc1cc(/C=N/NC(N)=S)ccc1OCC(=O)Nc1ccc(C)cc1,?,-1,-2%,-6%,10%,1%,3%,2%,?
CCOc1ccc(-n2c(-c3ccccc3)c[n+]3c2CCC3)cc1,38%[12.7 µM],3,-5%,-15%,-5%,9%,0%,27%,-1%
NC(=O)C(CCCCN1CCCCC1)(c1ccccc1)c1ccccc1,nt,-3,-2%,-7%,nt,17%,-7%,33%,?
CCOC(=O)C1=C(O)C(=O)N(Cc2ccc(C(C)(C)C)cc2)CC1,7%,2,19%,-4%,-22%,-15%[11.4 µM],6%,-4%,-4%
CCOC(=O)c1c(C)n(C)c2ccc(OC(=O)c3ccoc3)cc12,7%[12.7 µM],0,nt,-5%,-26%,32%,20%,6%,-19%
COc1cc2c(cc1OC)C(C(=O)O)C(c1cc(Br)c(O)c(OC)c1)N(C)C2=O (stereo unspecified),35µM*,2,6%,19%,-8%,-10%,16%,51%[activator],0%
COCCNC(=O)c1cc2nc3c(c(C(F)(F)F)n2n1)CCc1ccccc1-3,48%[activator],1,1%,-5%,0%,7%,0%,8%,3%
O=C(O)CSc1sc(=S)sc1SCC(=O)O,45µM*,-4,2%,?,-29%,-41%,1%,0%,?
COc1ccc(NC(=O)C(=O)NCc2ccco2)cc1,13%[59 µM],1,-2%,-10%,3%,6%,2%,14%,-14%
CS(=O)(=O)N1CCC(C(=O)Nc2cc(Cl)c(Cl)cc2Cl)CC1,nt,-1,10%,-14%,12%,3%,-1%,31%,-9%
CCCCn1c(N)c(N(CCOC)C(=O)c2ccc(N(C)S(=O)(=O)c3ccc(C)cc3)cc2)c(=O)[nH]c1=O,?,-1,9%,-14%,4%,26%,7%,-5%,-25%
CCN(CC)CCNC(=O)CCc1c(C)nc2c(c(C)nn2-c2ccc(C)c(C)c2)c1C,19%,-1,0%,-16%,0%,2%,0%,21%,13%
CC(C)Cc1cc(C(=O)Nc2ccc(F)cc2F)no1,-13%[59 µM],-1,2%,35%,27%,-21%,-9%,40%[activator],0%
CCOC(=O)c1cnc(SCC(=O)Nc2cccc(OC)c2)nc1N,49%[12.7 µM],-8,4%,-8%,15%,-9%,4%,23%,0%
CN1CCN(C2=C(Cl)C(=O)N(c3cccc(Cl)c3)C2=O)CC1,?,-4,3%,18µM*,-11%,-13%,2%,-7%,?
CCOC(=O)c1c(NC(=O)CSc2cn(CCNC(=O)c3ccc(OC)cc3)c3ccccc23)sc2c1CCCC2,-9%[59 µM],1,-6%,-24%,?,10%,2%,4%,-15%
Cc1nc2ccc(NC(=O)Cc3cccc(F)c3)cc2s1,1%,1,19%,-26%,-7%,-22%,-6%,-1%,4%
Cc1ccc(NC(=O)c2nc(S(C)(=O)=O)ncc2N(Cc2cccc(F)c2)Cc2ccco2)cc1C,-29%[59 µM],-4,8%,?,?,-35%,16%,-13%,-18%
COc1ccccc1C(=O)C1CCCN(C(=O)c2cccc(Cn3cccn3)c2)C1 (stereo unspecified),4%,-3,-5%,-8%,-4%,4%,4%,33%,2%
COc1ccc(N/C=C2\CCOC2=O)cc1,9%[59 µM],-2,7%,-24%,-1%,21%,2%,7%,-16%
CCC1Oc2ccccc2N(CC(=O)NC2CCCCC2C)C1=O (stereo unspecified),24%,0,-5%,-3%,-15%,5%,0%,28%,19%
CCc1c(C)[nH]n(CCC#N)c1=O,-7%[59 µM],-3,2%,4%,1%,-2%,0%,15%,0%
Cc1oc2ccc(O)cc2c1C(=O)c1ccc(F)cc1,nt,5,13%,-19%,nt,6%,11%,25%,?
Cc1cc(C)n(CCCO)c(=O)c1C#N,-18%[0.0925 µM],4,-3%,2%,15%,2%,1%,9%,4%
COc1ccc(-c2noc(N(c3nc(-c4ccc(OC)c(OC)c4)no3)c3ccccc3OC)n2)cc1OC,-21%[59 µM],-10,-2%,-2%,-6%,25%,-1%,36%,-7%
COc1ccccc1N1CCN(C(=O)NCc2ccc(Cl)cc2)CC1,27%,-1,-24%,-5%,3%,-9%,-10%,23%,-22%
Cc1ccc2c(CC(=O)OCc3csc(C)n3)coc2c1,1%[59 µM],3,3%,18%,41%[activator],22%,0%,28%,10%
O=C(CSc1nnc(-c2cccnc2)n1-c1ccc(F)cc1)NCc1ccc2c(c1)OCO2,-12%[59 µM],4,14%,-12%[11.4 µM],-4%,-21%[11.4 µM],-13%,-7%,33%[activator]
Cc1ccc(S(=O)(=O)c2c(N)n(-c3ccccc3)c3nc4ccccc4nc23)cc1,-9%,10,-8%,-8%,-6%,5%,-1%,24%,?
O=C(/C=C\Nc1ccc2c(c1)OCO2)c1cccs1,?,-29,10%,-18%[57.1 µM],-25%,-8%,9%,9%,-19%
COc1cc(C(=O)COC(=O)C2CC2(Cl)Cl)cc(OC)c1OC (stereo unspecified),nt,-3,5%,-12%,nt,17%,0%,21%,4%
COc1cc(NC(=O)c2c(C)oc3ncnc(N4CCCCC4)c23)cc(OC)c1,-7%[59 µM],3,-6%,-16%,2%[57.1 µM],-19%,1%,-1%,-5%
COc1ccc(C2CC(=O)c3c(C)nc(N4CCN(C=O)CC4)nc3C2)c(OC)c1 (stereo unspecified),-19%[59 µM],-7,-7%,-21%,-36%,-11%,-5%,22%,-5%
Cc1nc(CCN2C(=O)c3ccccc3C2=O)cs1,?,-2,2%,-7%,-4%,-14%,20%,-19%,-17%
N#Cc1ccccc1NC(=O)CSc1nnc(-c2ccncc2)o1,6%,0,12%,-8%,-5%,-11%,-3%,14%[57 µM],?
Cc1cc(C)c2c3c(sc2n1)C(=O)N(c1ccccc1C)CC(=O)N3,35%[59 µM],1,13%,-1%,2%,2%,-13%,35%,?
COc1ccc(NC(=O)CN(C)C2=NS(=O)(=O)c3ccccc32)cc1Cl,nt,2,-3%,-12%,nt,-11%,2%,27%[57 µM],-4%
NC(=O)CC(NC(=O)Cc1ccc(Cl)cc1)c1ccc(NCCCN2CCCC2=O)c([N+](=O)[O-])c1 (stereo unspecified),?,-3,-4%,-15%,1%,-12%,-1%,30%,-49%
O=C(Cn1nnc(-c2ccccc2-n2cnnn2)n1)N1CCCCC1,27%,9,-10%,-7%,-7%,-15%,7%,52%[activator],0%
O=C(Nc1ccc(NC(=O)c2cccs2)cc1)c1ccco1,17%[59 µM],-2,-3%,-15%,8%,?,7%,27%,0%
O=C(CNC(=O)c1ccccc1)NC1(C(=O)NC2CCCCC2)CCCCC1,23%,-3,9%,-16%,0%,-8%,6%,8%,2%
CCOC(=O)CSc1nnc(-c2ccccc2)c(-c2ccccc2)n1,47%,2,-5%,10%,1%,9%,20%,32%,361%[activator]

# High-throughput results as filed in PubChem BioAssay.

# A portion of the library, so the mix of outcomes need not match the whole.
